Screening data deposited in PubChem BioAssay by National Center for Advancing Translational Sciences (NCATS).
ELG1 genotoxic = inducers of genotoxicity in HEK293T ELG1-luciferase cells | HEK293T ELG1-luciferase reporter, luminescence, 16 h | Potency, µM (doses to about 46 µM), without a hit: top-dose activity change, positive = activation, hits mostly activators | AID 504466 | actives 1.3% (n = 330,000); further: potency means the concentration at half of the fitted maximal effect; % of control where 0% means no effect; nearly all actives have a fitted effect of over 60% in size
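After overnight (16 hr) compound treatment at 37 °C, ELG1-luciferase HEK293T cells were lysed with ONE-Glo; luminescence quantified 30 min later at room temperature.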
BRCA1 expr act = activators of BRCA1 expression | MCF7-BRCA1-FFLuc reporter, luminescence, 48 h; response scale: scaled: vehicle 0%, 10 µM genistein 100% | Potency, µM (titrated, usually from 46.1 µM), inactives show at the top dose activation, usual class: activators | actives 1.1% (n = 380,000) | AID 624202; further: potency means the concentration at half of the fitted maximal effect; nearly all actives have a fitted effect of over 80% in size; some results filed as inactive show a strong effect at the top dose
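Compounds are tested at multiple concentrations on MCF7 BRCA1-luciferase reporter cells seeded at 2000 per well; after 48 h, a single luminescence end-point is taken and curves fitted to the normalized data.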
PKM2 act = increases activity of human pyruvate kinase M2. P14618. purified PKM2, Kinase-Glo ATP luminescence, activation; response scale: 0% is enzyme alone, no compound. Potency, µM (series often up to 57.5 µM), without a hit: top-dose activation, actives largely listed as activators. actives 0.34% (n = 260,000); further: potency means the concentration at half of the fitted maximal effect; on the % scale 0 is the no-effect control and ±100 the full control effect; nearly all actives have a fitted effect of over 55% in size
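ATP formation by purified human PK-M2, quantified via coupled luciferase luminescence after 1 h at room temperature with 0.1 mM ADP and 0.5 mM PEP final.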
Gal4-VP16 FLuc = inhibits Gal4-VP16 luciferase reporter, ROR gamma counter-screen; Drosophila S2 Gal4-VP16 UAS-luciferase, luminescence, 20 h; Potency, µM (top dose mostly 53.6 µM), inactives show top-dose activity, negative = inhibition, actives largely listed as inhibitors; actives 3.5% (n = 310,000);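 further: Gal4-VP16 expression switched on by copper sulfate through the metallothionein promoter; potency means the concentration at half of the fitted maximal effect; on the % scale 0 is the no-effect control and ±100 the full control effect; nearly all actives have a fitted effect of over 50% in size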
Giardia kill = kills Giardia lamblia. Giardia lamblia trophozoite viability. activity change, % at 7.66 µM, hits read low. actives 0.15% (n = 340,000). AID 540267; in the data active means activity change below about -80%; inconclusive means between about -30% and that limit;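 further: parasites exposed to compound for two days anaerobically before the ATP read; on the % scale 0 is the no-effect control and ±100 the full control effect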
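Media and compound were dispensed first, then trophozoites at 100 cells/well; plates sat 48 hrs at 37 deg C without oxygen before ATP luminescence reagent was added and read after 15-30 min at room temperature.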
Menin MLL FP TR = displaces Texas Red mutant MLL peptide from human menin | actives 0.23% (n = 270,000) | Menin + Texas Red MLL mutant peptide, fluorescence polarization | O00255 | AID 1768 | Potency, µM (series often up to 61.6 µM), for the others: top-dose FP activity change, negative = inhibition, usual class: inhibitors; active means well fitted inhibition curve with a large enough effect in the polarisation, with a control signal flat, not every such curve was filed as active; inconclusive means small, poorly fitted or top-dose-only effect, or effect the other way, or a change in a side signal; inactive means no such curve, though single readings can be large or run the other way; the % refers to the polarisation; further: potency means the concentration at half of the fitted maximal effect; % of control where 0% means no effect; many of its hits are not listed in these tables
Target sequence (O00255 whole entry, looked up): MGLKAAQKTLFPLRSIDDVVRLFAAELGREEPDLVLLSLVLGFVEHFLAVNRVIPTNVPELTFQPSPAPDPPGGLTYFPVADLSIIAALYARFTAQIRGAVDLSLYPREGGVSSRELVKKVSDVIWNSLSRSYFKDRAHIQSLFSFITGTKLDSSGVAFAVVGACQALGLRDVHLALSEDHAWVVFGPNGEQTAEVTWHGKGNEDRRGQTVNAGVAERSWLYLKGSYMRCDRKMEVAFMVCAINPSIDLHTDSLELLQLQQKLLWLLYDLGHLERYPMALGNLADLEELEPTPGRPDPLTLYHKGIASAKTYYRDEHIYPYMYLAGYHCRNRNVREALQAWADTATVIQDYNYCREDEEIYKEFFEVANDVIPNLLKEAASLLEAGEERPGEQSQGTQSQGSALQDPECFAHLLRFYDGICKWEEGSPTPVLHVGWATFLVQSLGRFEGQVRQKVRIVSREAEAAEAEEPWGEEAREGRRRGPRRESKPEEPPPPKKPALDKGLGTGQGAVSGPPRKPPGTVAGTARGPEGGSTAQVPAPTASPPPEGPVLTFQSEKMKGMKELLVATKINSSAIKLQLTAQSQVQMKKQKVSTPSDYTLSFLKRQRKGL
RORg inh = ROR gamma (mouse) transcription inhibition; Drosophila S2 Gal4-RORgamma UAS-luciferase reporter, 20 h; Potency, µM (highest dose often 53.6 µM), for inactives: top-dose activity change, negative = inhibition, hits mostly inhibitors; P51450; actives 5.4% (n = 310,000); further: potency means the concentration at half of the fitted maximal effect; on the % scale 0 is the no-effect control and ±100 the full control effect; nearly all actives have a fitted effect of over 60% in size
Target sequence (P51450 whole entry, looked up, the tested form may be a part): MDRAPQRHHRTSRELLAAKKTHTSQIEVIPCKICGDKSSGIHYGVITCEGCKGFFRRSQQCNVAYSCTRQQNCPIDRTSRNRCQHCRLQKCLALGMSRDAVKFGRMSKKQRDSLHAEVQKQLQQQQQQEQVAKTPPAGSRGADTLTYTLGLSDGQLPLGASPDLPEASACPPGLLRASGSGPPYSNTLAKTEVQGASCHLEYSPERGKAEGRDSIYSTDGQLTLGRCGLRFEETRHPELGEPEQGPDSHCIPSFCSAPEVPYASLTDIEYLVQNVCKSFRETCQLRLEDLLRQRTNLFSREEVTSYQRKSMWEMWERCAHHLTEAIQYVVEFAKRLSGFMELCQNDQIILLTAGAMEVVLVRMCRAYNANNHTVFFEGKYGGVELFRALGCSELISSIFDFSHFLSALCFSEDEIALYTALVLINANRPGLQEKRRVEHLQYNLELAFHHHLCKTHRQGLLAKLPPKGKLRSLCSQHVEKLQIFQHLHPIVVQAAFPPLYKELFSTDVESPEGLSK
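Luciferase reporter read in Schneider cells carrying Gal4-RORγ (mouse) and UAS-Photinus luciferase; cells given compound 1 h before 700 uM copper sulfate induction, then incubated 20 h at ambient temperature.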
FLuc counter = counter-screen for miR-21 project: firefly luciferase inhibitors or activators; P08659; purified FLuc, Km substrates, luminescence inhibition; Potency, µM (top dose mostly 57.5 µM), inactives show top-dose activity change, negative = inhibition, usual class: inhibitors; actives 6.9% (n = 360,000); AID 588342;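 further: potency means the concentration at half of the fitted maximal effect; plate controls were vehicle for no effect and reference inhibitor for full effect; nearly all actives have a fitted effect of over 55% in size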
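Biochemical qHTS of compounds, final roughly 60 µM downward over six points, against 10 nM purified firefly luciferase using Km concentrations of substrates (10 uM D-luciferin, 10 uM ATP) in Tris acetate pH 7.5 buffer; luminescence output.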
p53 reactivation = re-activators of mutant p53. H1299 p53-A138V BP100-luciferase reporter, luminescence, 24 h. Potency, µM (titrated, usually from 92.2 µM), inactives show top-dose activity change, positive = activation, usual class: activators. actives 0.063% (n = 320,000). AID 504706; further: potency means the concentration at half of the fitted maximal effect; % of control where 0% means no effect; nearly all actives have a fitted effect of over 45% in size
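p53-null H1299 cells stably carrying temperature-sensitive p53-A138V and a BP100-luciferase reporter were pinned with compounds (4-point, 1:5 series) and held 24 hrs at 37 deg C. Luminescence was read 10 min after detection reagent.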
NPC1 prom act = NPC1 promoter activation | Huh7 NPC1 promoter luciferase reporter, 24 h | actives 2.4% (n = 320,000) | AID 485313 | Potency, µM (titrated, usually from 9.22 µM), for the others: at the top dose activation, most hits filed as activators;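 further: potency means the concentration at half of the fitted maximal effect; % of control where 0% means no effect; nearly all actives have a fitted effect of over 60% in size; reporter is driven by a mutant NPC1 promoter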
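Luminescence from an NPC1 promoter-driven luciferase reporter in stably transfected Huh7 cells was measured after 24 h compound treatment at 37 °C, followed by 10 min ambient incubation with luciferase detection reagent.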
Rab9 promoter act = Rab9 promoter activation; Huh7 Rab9 promoter-luciferase reporter, luminescence, 24 h; Potency, µM (highest dose often 9.22 µM), for inactives: at the highest dose activation, negative = inhibition, usual class: activators; actives 2.8% (n = 320,000); further: potency means the concentration at half of the fitted maximal effect; % of control where 0% means no effect; nearly all actives have a fitted effect of over 60% in size
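Rab9 promoter-driven luciferase in stably transfected Huh7 cells; 1500 cells/well rested 2 h, exposed to compound in DMSO for 24 h at 37 °C, 5% CO2. Luminescence read 10 min after adding luciferase reagent at ambient temperature.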
An asterisk follows results filed as active; ? = inconclusive; · = not tested or not shown; [ ] = remark or other dose. Unless noted, the call rests on the fitted dose curve; in most records, active means well fitted curve in the direction sought with a large enough effect; inconclusive means small, poorly fitted or top-dose-only effect, or another doubt; inactive means no such curve, though single readings can be large; an effect the other way counts as inactive or inconclusive.

SMILES	ELG1 genotoxic	BRCA1 expr act	PKM2 act	Gal4-VP16 FLuc	Giardia kill	Menin MLL FP TR	RORg inh	FLuc counter	p53 reactivation	NPC1 prom act	Rab9 promoter act
O=C(CSc1nc2ccccc2c(=O)n1-c1ccccc1)N1CCCc2ccccc21	-4.3%	-33.7%	4.5%	1.1%	-3.4	4.8%	?	3.3%	-16.0%	1.1%	-1.4%
COC(=O)C1c2ccccc2-c2ccccc21	12.7%	-7.6%	6.6%	-9.9%	-6.5	15.6%	7.2%	-7.3%	-3.3%	-8.3%	-5.0%
Nc1nc(SCc2ccccc2Cl)nc2nc3c(cc12)CCCC3	-1.2%	-28.8%	4.6%	-0.1%	6.4	22.8%	10.2%	-3.7%	-2.1%	1.4%	-1.0%
CCCCn1c(N)c(N(C(=O)CSc2nnnn2-c2ccccc2C)C2CCCC2)c(=O)[nH]c1=O	0.1%	-12.3%	·	·	16.9	·	·	-0.5%	-4.4%	-0.4%	-1.7%
Cc1ccc(NC(=O)C2CCN(S(=O)(=O)c3ccc(N4CCCC4=O)cc3)CC2)cc1Cl	-15.9%	-33.0%	·	3.16µM*	-2.0	·	?	-0.3%	-9.5%	-15.2%	-17.5%
COC(=O)c1sc(C(C)(C)C)cc1CSc1ccccc1	-2.3%	-2.3%	-0.6%	-0.9%	-8.2	·	-16.8%	-2.1%	-4.1%	-3.1%	1.5%
Cc1ccc(S(=O)(=O)/N=S(\C)CC2CC2(Cl)Cl)cc1 (centres undefined)	1.9%	0.7%	12.0%	-4.0%	-2.9	-14.4%	-6.3%	-1.2%	-0.5%	-26.5%	-3.4%
CCOC(=O)C1=C(C)C(c2ccc(OC)cc2)NC(=S)N1 (centres undefined)	7.8%	-22.0%	0.7%	-4.5%	-11.4	-0.5%	?	1.0%	-4.1%	-3.0%	-3.1%
Cc1c(C(=O)N2CCc3ccccc3C2)sc2nc(-c3ccccc3)cn12	-13.1%	9.6%	22.5%	·	2.3	-0.5%	26.6%[0.365 µM]	?	-2.6%	-3.8%	-0.2%
C=CCNC(=S)/N=c1/ccccn1Cc1ccccc1	-3.3%	-21.5%	-5.2%	·	6.7	-11.2%	·	-0.5%	·	-18.9%	-21.8%
COc1cc(C)ccc1S(=O)(=O)N1CCCCCC1	-1.8%	-19.0%	4.7%	-9.7%	-5.9	4.4%	5.2%	2.6%	-2.9%	-3.7%	-4.9%
O=C(COc1cccc([N+](=O)[O-])c1)N/N=C/c1ccco1	-1.5%	-21.6%	1.5%	-6.0%	-3.0	14.8%	-7.3%	4.6%	0.3%	-14.3%	-8.6%
COc1ccccc1OCCOc1ccc(/C=N/n2cnnc2)cc1	0.8%	-21.9%	-0.1%	-14.8%	6.1	1.6%	-24.4%	-1.5%	-4.0%	-0.8%	3.9%
Cc1ccc(NC(=O)c2ccc([N+](=O)[O-])cc2Cl)nc1	?	1.12µM*	-1.4%	?	?	-1.0%	-17.2%	12µM*	?	2.51µM*	2.82µM*
COc1cccc(Cn2c(Oc3cccc(C)c3)nc3c2c(=O)n(C)c(=O)n3C)c1	-1.3%	-45.4%	19.4%	-2.3%	9.8	?	40.0%	-3.6%	-0.3%	-3.6%	-6.1%
CC1CCc2c(nc3sc4c(c3c2N)CCCC4)C1 (centres undefined)	2.3%	2.82µM*	-1.0%	?	-1.4	2.0%	12.6µM*	4.78µM*	?	?	?
O=C(NOC(=O)c1cc(Br)ccc1Cl)c1cccs1	-0.4%	0.0%	-0.1%	?	14.6	7.4%	-17.3%	1.0%	-3.6%	1.8%	5.9%
COc1ccc(CNC(=O)CNC(=O)CNS(=O)(=O)c2ccc(C)c(C)c2)cc1	0.2%	-0.7%	·	-7.2%	3.0	-27.3%	-14.9%	1.4%	2.1%	1.1%	0.2%
COc1ccc(Oc2ccc(C(F)(F)F)cc2N)cc1	11.1%	36.9%	0.4%	11.1%	?	·	43.7%	16.9µM*	12.3%	17.1%	?
O=C(COc1ccccc1Cl)Nc1cnn(Cc2ccccc2)c1	-0.3%	-22.8%	0.4%	-17.2%	10.4	0.3%	37.8%	1.2%	-3.4%	1.2%	-2.0%
COc1ccc(C2Nc3ccccc3C(=O)N2c2ccccc2)cc1COc1ccccn1 (centres undefined)	5.5%	68.9%	-1.4%	-7.2%	-0.6	-11.8%	10.7%	-1.4%	?	2.2%	1.0%
O=C(CN1CCN(S(=O)(=O)c2ccc(F)c(Cl)c2)CC1)N1CCOCC1	1.4%	5.8%	·	·	7.5	·	·	-30.1%	-7.1%	1.4%	-3.6%
COc1ccc(N2C(=O)C(CC(=O)Nc3ccc(F)cc3)N(CCc3ccc(OC)c(OC)c3)C2=O)cc1 (centres undefined)	-8.9%	-2.1%	4.4%	28.7%	-16.2	?	-5.5%	1.5%	1.9%	-2.7%	-2.4%
COc1ccc(N2CCN(CCNS(=O)(=O)c3ccc(C)cc3)CC2)cc1	-3.0%	-11.3%	3.0%	9.7%	7.7	-9.4%	3.9%	3.6%	2.6%	-3.2%	-3.7%

3 entries from above, with two lines to a compound.
Under each structure – ELG1 genotoxic, BRCA1 expr act, PKM2 act, Gal4-VP16 FLuc, Giardia kill, Menin MLL FP TR, RORg inh, FLuc counter, p53 reactivation, NPC1 prom act, Rab9 promoter act
> CCOC(=O)C1=C(C)C(c2ccc(OC)cc2)NC(=S)N1 (centres undefined)
  7.8%, -22.0%, 0.7%, -4.5%, -11.4, -0.5%, ?, 1.0%, -4.1%, -3.0%, -3.1%
> Cc1c(C(=O)N2CCc3ccccc3C2)sc2nc(-c3ccccc3)cn12
  -13.1%, 9.6%, 22.5%, ·, 2.3, -0.5%, 26.6%[0.365 µM], ?, -2.6%, -3.8%, -0.2%
> C=CCNC(=S)/N=c1/ccccn1Cc1ccccc1
  -3.3%, -21.5%, -5.2%, ·, 6.7, -11.2%, ·, -0.5%, ·, -18.9%, -21.8%

Next section
SMILES	ELG1 genotoxic	BRCA1 expr act	PKM2 act	Gal4-VP16 FLuc	Giardia kill	Menin MLL FP TR	RORg inh	FLuc counter	p53 reactivation	NPC1 prom act	Rab9 promoter act
CC(C)CCN1CCN(CC#Cc2ccccc2)CC1CCO (centres undefined)	-0.3%	-2.1%	-3.3%	-0.2%	14.0	-10.7%	5.6%	1.0%	0.4%	0.1%	10.5%
O=C(Nc1cc(Cl)ccc1Cl)c1ccc(OC(=O)c2ccco2)cc1	14.8%	3.2%	-5.2%	-3.3%	0.6	-2.8%	2.1%	-3.0%	3.8%	0.1%	5.1%
O=C(Cc1ccc(Cl)cc1)NCCCNC(=O)c1cccnc1	-4.9%	-19.5%	·	4.5%	-11.1	·	-0.2%	-0.8%	4.4%	7.6%	3.4%
COc1ccc(CCN(C(=O)C(F)(F)F)C(C(=O)NC2CCCCC2)c2cccs2)cc1 (centres undefined)	-3.4%	-0.1%	-7.6%	-20.4%	-7.5	-4.1%	11.1%	1.9%	14.4%	-3.7%	3.1%
Oc1ccccc1CN1CCCN(Cc2ccccc2O)C1	·	-22.0%	-2.2%	-0.1%	-22.9	-17.0%	-14.2%	8.3%	·	·	·
CCOC(=O)C1CCCN(c2c(N3CCN(c4ccccn4)CC3)c(=O)c2=O)C1 (centres undefined)	-4.9%	0.0%	0.8%	22.3%	-13.7	-6.9%	-11.7%	-0.5%	1.9%	0.5%	0.2%
O=C(O)c1cccc2c1C(=O)c1cc(Br)ccc1S2(=O)=O	2.7%	5.5%	·	·	-18.4	·	·	-13.3%	3.2%	-4.5%	0.2%
FC(F)(F)c1nnc2ccc(N3CCCCCC3)nn12	-2.1%	-9.2%	-1.9%	0.5%	-0.1	-8.8%	-28.8%	0.7%	2.7%	0.8%	-7.9%
Cc1ccc(Cn2ccsc2=NC(=O)COC(=O)c2ccc(O)cc2O)cc1	4.1%	28.1%	-1.7%	?	-1.1	30.1%[activator]	?	?	-3.8%	17.5%	26.2%
COc1ccc(NC(=S)NC(=O)c2cc3ccccc3o2)c(OC)c1	?	-27.2%	-5.6%	-24.2%	7.2	·	8.91µM*	?	2.3%	16.6%	14.2%
C=CCNc1ncnc2c1[nH]c1ccc(C)cc12	9.2µM*	-5.9%	-1.6%	?	1.6	28.8%	?	4.26µM*	?	?	2.51µM*
O=C(COC(=O)c1cccc(Br)c1)NC(=O)NC1CCCC1	0.9%	22.3%	·	·	10.7	·	·	0.3%	-3.3%	0.4%	0.9%
CCCc1nnc2n1N=C(c1ccc(-c3cc(Cl)ccc3Cl)o1)CS2	10.2%	·	1.1%	6.1%	·	-12.0%	17.5%	5.1%	-2.7%	1.4%	-6.7%

A portion of the library (hit frequency here may not be typical).
